PV pol inh = poliovirus RdRp elongation inhibitors, primary screen, biochemical, fluorescence polarization, total intensity; Genome polyprotein (Poliovirus type 1 (strain Mahoney)), P03300; poliovirus polymerase elongation; hits give low values; % elongation, % (compound at 16.7 µg/mL); 0.66% of 150,000 active; AID 588519, 2011; in the data active = % elongation below about 90%; note: some results filed as inactive read as strong as hits
Target sequence (P03300 1749-2209 limits assumed): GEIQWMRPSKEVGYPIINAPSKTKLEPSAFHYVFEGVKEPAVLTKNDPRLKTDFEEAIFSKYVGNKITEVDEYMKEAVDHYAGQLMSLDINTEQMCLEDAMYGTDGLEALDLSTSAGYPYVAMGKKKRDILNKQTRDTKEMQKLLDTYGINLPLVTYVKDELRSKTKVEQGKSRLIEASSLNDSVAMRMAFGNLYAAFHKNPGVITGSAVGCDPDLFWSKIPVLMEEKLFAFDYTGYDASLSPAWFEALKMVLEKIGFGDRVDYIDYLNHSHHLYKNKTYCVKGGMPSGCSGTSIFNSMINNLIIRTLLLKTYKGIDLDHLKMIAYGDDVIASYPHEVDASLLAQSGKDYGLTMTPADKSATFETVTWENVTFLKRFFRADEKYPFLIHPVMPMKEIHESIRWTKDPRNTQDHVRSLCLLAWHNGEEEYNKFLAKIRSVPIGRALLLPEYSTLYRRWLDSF
PV pol inh FP z-score = second read-out of PV pol inh, no call of its own (marks repeat the call); z-score; measured here: FP z-score; hits read low
* hit, by the source's call.

The line under a structure holds: PV pol inh, PV pol inh FP z-score
1. CC(C)NC(=O)CSCc1c(Cl)cccc1Cl
 : 102.0, 0.1
2. COC(=O)c1cc(C)nc2c1c(=O)nc(SCc1cccc(C(F)(F)F)c1)n2C1CC1
 : 98.0, -2.3
3. COc1cc2c3nc4n(c(=O)c3n(CC(=O)NCc3ccco3)c2cc1OC)CCS4
 : 102.0, 0.2
4. C=CCNC(=O)COc1nc(-c2cccs2)cc(C(F)(F)F)n1
 : 102.0, 0
5. Cc1c(Cl)ccc2sc(N3CCN(C(=O)CCS(=O)(=O)c4ccc(F)cc4)CC3)nc12
 : 102.0, -1.2
6. CC(Sc1cccc[n+]1[O-])C(=O)N1CCN(C(=O)c2ccco2)CC1 (stereo not drawn)
 : 97.0, -0.7
7. O=C(O)CCC(=O)N1CCNC(=O)C1
 : 104.0, 0
8. N#Cc1ccc2c(c1)N(CCCN1CCC(O)CC1)c1ccccc1S2
 : 100.0, 0.1
9. O=C(Nc1ccc(Cl)cc1)OCc1nccn1Cc1ccc(Cl)cc1
 : 101.0, -0.4
10. Cc1ccc(NC(=O)N2CCN(c3cc(-c4noc(C)n4)ccc3C)CC2)c(F)c1
 : 106.0, -0.2
11. N#Cc1c(C(F)(F)F)nc2sc3ccccc3n2c1=N
 : 106.0, 0.5
12. O=C(c1ccco1)N(C(=O)c1ccco1)c1nc2ccccc2nc1N1CCOCC1
 : 106.0, 0.3
13. CC1CCN(C(=O)COC(=O)c2sc3ccccc3c2Cl)CC1
 : 104.0, 0.9
14. Cc1cccc(NC(=O)C(Cc2ccccc2)NS(=O)(=O)c2cccc3cccnc23)c1 (stereo not drawn)
 : 101.0, -0.4
15. Cn1ncc2c(NNC(=S)Nc3ccc(F)cc3F)ncnc21
 : 102.0, 0.2
16. CCOC(=O)c1cc(-c2ccc(OC)cc2)nn1Cc1ccccc1
 : 106.0, -0.3
17. CCCN1CCN(C(=O)c2ccccc2CSc2ncn[nH]2)CC1
 : 99.0, -0.7
18. OCCn1c(Cc2ccccc2)nc2ccccc21
 : 101.0, -0.5
19. COC(=O)c1ccc(S(=O)(=O)N2CCCN(Cc3ccc(F)cc3)CC2)n1C
 : 100.0, -0.4
20. CC1Sc2cc(S(=O)(=O)C(C)CC(=O)N3CCc4ccccc43)ccc2NC1=O (stereo not drawn)
 : 103.0, 0
21. Cc1ccc2c(c1)NNc1nncn1-2
 : 101.0, -0.2
22. CC(=O)c1cccc(NC(=O)c2nc(-c3ccccc3)n(-c3ccccc3)n2)c1
 : 103.0, -1
23. COC(=O)c1ccc2c(c1)CCO2
 : 105.0, 0.3
24. O=C(N/N=C/c1ccco1)c1ccc(CSc2nc3ccccc3s2)cc1
 : 107.0, 0.3
25. COc1ccc(OC)c(NC(=O)CNc2cc(OC)c(Cl)cc2OC)c1
 : 105.0, 0.4
26. Cc1[nH]c(=O)[nH]c(=O)c1Oc1ccccc1
 : 102.0, 0
27. COc1ccc(OC)c(-c2noc(CSc3nnc(-c4ccccc4)n3-c3ccccc3)n2)c1
 : 109.0, 0.5
28. CC(N)CCCc1ccccc1 (stereo not drawn)
 : 101.0, -0.2
29. COc1ccc(OC)c(CCNC(=O)CCCn2c(=O)c3cccn3c3cccnc32)c1
 : 111.0, 0.7
30. CC1=C/C(=C\c2c(O)n(-c3cccc(C)c3)c(=O)[nH]c2=O)C(C)=N1
 : 113.0, 3.8
31. Cc1noc(-c2ccccc2)c1NC(=O)NCC1COc2ccccc2O1 (stereo not drawn)
 : 102.0, -0.1
32. COc1cc(C#N)ccc1OCC(N)=O
 : 102.0, 0.3
33. CNC(=S)N1CCN(C(=O)/C(=C/c2ccc(F)cc2)NC(C)=O)CC1
 : 104.0, 0.4
34. O=C(Cn1cc(C(F)(F)F)ccc1=O)NCC(F)(F)F
 : 98.0, -0.5
35. CCC(C)Nc1oc(-c2ccc(COc3ccc(Cl)cc3)o2)nc1C#N (stereo not drawn)
 : 103.0, -0.7
36. O=C(CSc1nnc2[nH]c(=O)cc(-c3ccccc3)n12)Nc1cc(C(F)(F)F)ccc1Cl
 : 108.0, 0.3
37. CCC12CC3CC(O)(CC(O)(C3)C1)C2
 : 100.0, -0.2
38. C=CCn1c(C)nnc1SCC(=O)c1ccc2ccccc2c1
 : 96.0, -0.9
39. CC(=O)N1CC(=O)N=C1SCC(=O)Nc1nc(-c2ccccc2)cs1
 : 98.0, -0.4
40. CCOC(=O)c1c(C)n(-c2ccc(OC)cc2)c2ccc(Oc3ncccc3C#N)cc12
 : 99.0, 0
41. Cn1nc(NC(=O)COCC(=O)O)c2ccccc21
 : 100.0, -0.3
42. CCOC(=O)c1ccc2c(c1)sc1nc(-c3ccc(OCC)cc3)cn12
 : 105.0, -1.5
43. C/C(=N\NC(=O)Cc1ccc(Cl)cc1)c1ccccc1O
 : 100.0, -0.3
44. COc1cc(CCC(=O)NC(C)C(c2ccccc2)N2CCOCC2)cc(OC)c1OC (stereo not drawn)
 : 101.0, 0
45. N#Cc1cccc(CS(=O)(=O)c2ccc(Cl)cc2)c1
 : 103.0, 0.2
46. c1ccc(C(Sc2ncn[nH]2)c2ccccc2)cc1
 : 104.0, 0.1
47. CC(=O)Oc1ccccc1C(=O)Oc1cccc(C)c1
 : 103.0, 0.3
48. COC(=O)c1sc(NC(=O)COC(=O)/C=C/c2ccc(C)o2)c(C(=O)OC)c1C
 : 104.0, 0
49. O=C(Nc1ccc(Br)cc1)c1ccc(F)c(S(=O)(=O)NC2CCCCCC2)c1
 : 109.0, 0.3
50. C/C(=N\O)c1cc(Cl)cc(Cl)c1O
 : 102.0, -0.2
51. CCC(NC(=O)Nc1cc(OC)ccc1OC)c1c(-n2cccc2)sc2c1CCN(CC)C2 (stereo not drawn)
 : 110.0, 0
52. O=C(Nc1nnc(S(=O)(=O)N2CCc3ccccc32)s1)c1cccc(Cl)c1
 : 102.0, -1.5
53. CN(C)c1ccc(-c2nnc(-c3cccnc3)o2)cc1
 : 102.0, 0.4
54. O=C(NC1CCCC1)C1CCN(S(=O)(=O)N2CCCCC2)CC1
 : 101.0, -0.1
55. Cc1cccc(CC(=O)Nc2cccc(-c3nc4cccnc4s3)c2)c1
 : 110.0, 0.1
56. COc1cccc(Cn2c(SCC(=O)N(C)c3ccccc3)nc3ccccc32)c1
 : 106.0, 0.1
57. CCOC(=O)c1c(NC(=O)CSc2nnc3c4ccccc4n(CC)c3n2)sc2c1CCN(C)C2
 : 102.0, 0.1
58. COc1ccc(NS(=O)(=O)c2ccc3oc(SCC(=O)Nc4ccc5c(c4)OCO5)nc3c2)cc1
 : 97.0, -0.4
59. NC(=O)C1CCN(C(=O)Nc2cccc(Cl)c2)CC1
 : 98.0, -0.4
60. CCCn1c(C)cc(C(=O)CSc2nnc(-c3cc(OC)c(OC)c(OC)c3)o2)c1C
 : 100.0, -0.3

Other records follow.
The line under a structure holds: PV pol inh, PV pol inh FP z-score
61. CC1CCCCN1C(=S)NC(=O)c1ccccc1Cl (stereo not drawn)
 : 108.0, 0.6
62. O=C(CN1CCN(S(=O)(=O)c2ccc(Br)cc2)CC1)c1ccc2c(c1)OCO2
 : 101.0, 0.3
63. CC(C)(C)c1ccc(OCCn2ccccc2=O)cc1
 : 101.0, -0.1
64. CN(CC(=O)Nc1ccc(F)cc1F)S(=O)(=O)c1ccc2c(c1)c(=O)n(C)c(=O)n2C
 : 103.0, 0.4
65. CCc1ccc(C(=O)Cc2cc3cccc(OC)c3oc2=O)cc1
 : 101.0, 0
66. Cc1cc(=S)nc(C(C)C)[nH]1
 : 100.0, -0.4
67. Cc1c(CC(=O)NN)sc2ccc(Cl)cc12
 : 105.0, 0.3
68. O=C(NC1CCCC1)c1cc(NS(=O)(=O)c2ccc(F)cc2)ccn1
 : 101.0, -0.1
69. CCc1nn(CC(=O)NC2CCCC(C)C2C)c(=O)c2cc3sc(C)cc3n12 (stereo not drawn)
 : 99.0, -1.1
70. O=C(OCc1ccc(F)cc1)C1=NN(c2ccccc2)C(=O)CC1
 : 97.0, -0.4
71. O=c1cc(-c2ccccc2)ss1
 : 82.0*, -5.6*
72. N#Cc1ccc(OCC(F)(F)F)c(C#N)c1OCC(F)(F)F
 : 102.0, 0.3
73. CSc1ccccc1C(=O)OCC(=O)Nc1ccc(S(N)(=O)=O)cc1
 : 101.0, -0.4
74. Nc1ccc2nc(-c3ccccc3-c3nc4ccc(N)cc4[nH]3)[nH]c2c1
 : 103.0, 0.3
75. O=c1c2c3c(sc2nc2sc(-c4ccncc4)nn12)CCCC3
 : 98.0, -0.5
76. O=C(NCC1CCCCC1)C1CCCN1C(=O)NC1CCCCC1 (stereo not drawn)
 : 102.0, -0.2
77. c1ccc(C2=Nc3ccccc3SC2c2nc3ccccc3[nH]2)cc1 (stereo not drawn)
 : 104.0, 0.4
78. CC(=O)c1ccc(N2CCN(S(=O)(=O)c3ccc(-c4cc(C(F)(F)F)on4)s3)CC2)cc1
 : 107.0, 0
79. CCOc1ccc(S(=O)(=O)NCCC(=O)NC2=NCCS2)cc1
 : 104.0, 0.2
80. CCC1(C(=O)c2ccccc2)C2c3cc(Br)ccc3OC(=O)C21C(=O)c1ccco1 (stereo not drawn)
 : 104.0, 0.5
81. COc1cc(S(=O)(=O)n2cnc3cc(C)c(C)cc32)c(C)cc1C
 : 101.0, -0.2
82. CCOC(=O)Cc1nnc(NC(=O)C(CC)Sc2nnc3c4ccccc4n(C)c3n2)s1 (stereo not drawn)
 : 103.0, -0.1
83. CC1C/C(=C/c2cccnc2)C(=O)/C(=C/c2cccnc2)C1 (stereo not drawn)
 : 97.0, -0.3
84. O=C(CNC(=O)c1ccc(Cl)cc1)c1ccc(Cl)cc1
 : 107.0, 0.2
85. CCc1ccc(Sc2cc(C(=O)NCc3ccccc3OC)c3ccccc3n2)cc1
 : 110.0, -0.2
86. COc1ccc(NC(=O)C2CCCN(S(=O)(=O)c3c(C)[nH]c(=O)[nH]c3=O)C2)cc1OC (stereo not drawn)
 : 106.0, 0.2
87. CC(C)NC(=O)CCn1nc(-c2ccc(Cl)cc2)c2ccccc2c1=O
 : 103.0, 0.2
88. CCCNC(=O)C1CCC(Cn2c(=O)c3sccc3n(CC(=O)NCc3cccc(OC)c3OC)c2=O)CC1 (stereo not drawn)
 : 108.0, 0.5
89. CNC(=S)N(Cc1cc2cc(OC)ccc2[nH]c1=O)CC1CCCO1 (stereo not drawn)
 : 107.0, 1.8
90. COc1ccccc1CNC(=O)Cn1c(=O)nc(-c2ccccc2F)c2cc(Cl)ccc21
 : 106.0, 0
91. Cc1ccc(C2=NC3(CCCCC3)NC2=O)cc1
 : 103.0, 0.4
92. Cc1ccc(NC(=O)Cn2c(=O)oc3cc(S(=O)(=O)N4CCCCC4)ccc32)c(C)c1
 : 105.0, 0.3
93. CCOC(=O)CSc1nc2ccc(Br)cc2c2nc3ccccc3n12
 : 104.0, 0.7
94. CCc1ccc(Nc2nnc(SCC(=O)NC3(C#N)CCCC3)s2)cc1
 : 102.0, -0.2
95. CC(C)Sc1nnnn1-c1ccccc1
 : 103.0, 0.7
96. COC(=O)c1cc2ccccc2nc1-c1ccc(F)cc1
 : 102.0, 0.1
97. CCOc1ccc2nc(SCC(=O)NCC3CCCO3)c(C#N)cc2c1 (stereo not drawn)
 : 101.0, -0.4
98. Cc1ccc(C(=O)OCC(=O)NC2CC2)cc1S(=O)(=O)N1CCOCC1
 : 113.0, 1.4
99. Cc1[nH]n(-c2ccccc2)c(=O)c1C1=c2ccccc2=NC1=O
 : 95.0, -0.5
100. COc1ccc(-c2cn3c(n2)sc2cc(C(=O)NCCC4=CCCCC4)ccc23)cc1
 : 112.0, 1.3
101. COc1cc(NS(=O)(=O)c2ccc3[nH]c(=O)[nH]c3c2)cc(OC)c1
 : 104.0, -0.1
102. NS(=O)(=O)c1ccc(NC(=O)NCC2CCCC(CNC(=O)Nc3ccc(S(N)(=O)=O)cc3)C2)cc1 (stereo not drawn)
 : 101.0, -0.1
103. [S-]c1n[n+]2cccnc2s1
 : 98.0, -0.3
104. COc1ccc(CCCc2nnc(SCC(=O)NN)o2)c(C)c1
 : 105.0, 0.6
105. CCOC(=O)c1cc(NC(=O)c2ccccc2)c(=O)oc1C(F)(F)F
 : 102.0, 0
106. COC(=O)Cc1cc(=O)[nH]c(SCC2CCCCO2)n1 (stereo not drawn)
 : 103.0, 0.1
107. C/C(=N\NC(=O)CNc1cccc(C(F)(F)F)c1)C1CC1
 : 101.0, 0
108. COc1ccc(Cl)cc1-c1nc(SCC(=O)N2C(C)CCCC2C)n[nH]1 (stereo not drawn)
 : 102.0, 0.1
109. O=C(CSc1nc(=O)[nH]c2c1CCCC2)NCc1ccccc1Cl
 : 110.0, 0.9
110. C=CCNC(=O)c1cc(-c2cccs2)nc2ccccc12
 : 99.0, -0.6
111. Cc1cc(C)c(NC(=O)COCc2cc(-c3cccs3)on2)c(C)c1
 : 105.0, -0.5
112. O=C(c1cc(NS(=O)(=O)c2cccs2)cc(NS(=O)(=O)c2cccs2)c1)N1CCCCC1
 : 109.0, 0.3
113. O=C1CC2Sc3ccccc3N=C2N1Cc1ccccn1 (stereo not drawn)
 : 103.0, -0.1
114. CCCCC1CCC(C(=O)OCC(=O)c2ccc(Br)cc2)CC1 (stereo not drawn)
 : 98.0, -0.7
115. Cc1cc(/C=N/n2cnnc2)c(C)n1-c1ccc(C(=O)O)cc1
 : 103.0, 0
116. O=C(O)CCCN1C(=O)c2cccnc2Sc2ccccc21
 : 104.0, 0.9
117. Cc1ccc2c(c1)C(C)(C)C1(C)N(Cc3ccccc3)C(=O)CN21 (stereo not drawn)
 : 107.0, 0.5

Compounds above containing a COOH group, in the order listed:
The line under a structure holds: PV pol inh, PV pol inh FP z-score
7. O=C(O)CCC(=O)N1CCNC(=O)C1
 : 104.0, 0
41. Cn1nc(NC(=O)COCC(=O)O)c2ccccc21
 : 100.0, -0.3
115. Cc1cc(/C=N/n2cnnc2)c(C)n1-c1ccc(C(=O)O)cc1
 : 103.0, 0
116. O=C(O)CCCN1C(=O)c2cccnc2Sc2ccccc21
 : 104.0, 0.9

Assay outcomes (PubChem)

This is a subset (hit frequency here may not be typical).
